aSyn rescue: rescues yeast growth from alpha-synuclein toxicity; AID 652106; Potency, µM (top dose mostly 46.1 µM), for inactives: top-dose growth rescue (activation), actives largely listed as activators; 370,000 compounds, 0.14% hits; Yeast expressing alpha-synuclein, growth rescue, BacTiter-Glo, 24 h; further: potency means the concentration at half of the fitted maximal effect; % of control where 0% means no effect; nearly all actives have a fitted effect of over 65% in size
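Readout is rescue of growth in alpha-synuclein-expressing yeast, so inhibitors of toxicity appear as activators. Growth after 24 hr at 30 deg C in galactose medium is quantified by luminescence.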
GLP-1R agonist: GLP-1 receptor (human) agonism. P43220. HEK293 GLP-1R CRE-luciferase, luminescence, 4-6 h; cells express a hypersensitive GLP-1R form. Potency, µM (doses to about 45.6 µM), for the others: at the top dose activation, usual class: activators. 380,000 compounds, 0.007% hits. AID 624172; further: potency means the concentration at half of the fitted maximal effect; % of control where 0% means no effect
Target sequence (P43220 whole entry, looked up): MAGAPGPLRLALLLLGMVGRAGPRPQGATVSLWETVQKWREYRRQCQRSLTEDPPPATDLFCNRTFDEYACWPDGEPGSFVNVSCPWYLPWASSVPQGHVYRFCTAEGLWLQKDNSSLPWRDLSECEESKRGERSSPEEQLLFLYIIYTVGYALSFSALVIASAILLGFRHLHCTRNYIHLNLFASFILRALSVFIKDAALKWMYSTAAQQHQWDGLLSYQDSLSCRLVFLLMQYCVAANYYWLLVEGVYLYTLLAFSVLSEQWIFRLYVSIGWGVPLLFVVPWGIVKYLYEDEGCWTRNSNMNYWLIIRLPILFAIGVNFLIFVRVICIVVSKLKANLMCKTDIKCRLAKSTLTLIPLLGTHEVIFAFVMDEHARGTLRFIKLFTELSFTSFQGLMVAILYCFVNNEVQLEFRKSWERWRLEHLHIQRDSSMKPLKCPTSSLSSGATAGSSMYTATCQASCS
DRD3 antagonist: antagonists of human D3 dopamine receptor. P35462. D3R cells, DiscoveRx beta-arrestin luminescence, antagonist mode; active compounds read low. max response, negative = inhibition, %. 360,000 compounds, 2.5% hits; in the data active means max response below about -50%; inconclusive means no clear call, values can overlap the other calls; further: on the % scale 0 is the no-effect control and ±100 the full control effect; mostly tested at two doses, the higher about 12 µM
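Cells expressing the human receptor were seeded at 1500 cells/well, incubated overnight at 37 degrees C in 5% CO2, then exposed to library compounds with dopamine controls for 90 minutes at 37 degrees C before luminescent detection.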
PTHR1 ag: agonists of human PTHR1 parathyroid hormone receptor; 410,000 compounds, 0.075% hits; Potency, µM (doses to about 115 µM), without a hit: at the highest dose activation, usual class: activators; HEK293 GP2 PTHR1 cells, GloSensor cAMP luminescence, 1 h; further: potency means the concentration at half of the fitted maximal effect; nearly all actives have a fitted effect of over 55% in size; some results filed as inactive show a strong effect at the top dose; inactives centre near -15; many of its hits are not listed in these tables
Target sequence (Q03431 whole entry, looked up): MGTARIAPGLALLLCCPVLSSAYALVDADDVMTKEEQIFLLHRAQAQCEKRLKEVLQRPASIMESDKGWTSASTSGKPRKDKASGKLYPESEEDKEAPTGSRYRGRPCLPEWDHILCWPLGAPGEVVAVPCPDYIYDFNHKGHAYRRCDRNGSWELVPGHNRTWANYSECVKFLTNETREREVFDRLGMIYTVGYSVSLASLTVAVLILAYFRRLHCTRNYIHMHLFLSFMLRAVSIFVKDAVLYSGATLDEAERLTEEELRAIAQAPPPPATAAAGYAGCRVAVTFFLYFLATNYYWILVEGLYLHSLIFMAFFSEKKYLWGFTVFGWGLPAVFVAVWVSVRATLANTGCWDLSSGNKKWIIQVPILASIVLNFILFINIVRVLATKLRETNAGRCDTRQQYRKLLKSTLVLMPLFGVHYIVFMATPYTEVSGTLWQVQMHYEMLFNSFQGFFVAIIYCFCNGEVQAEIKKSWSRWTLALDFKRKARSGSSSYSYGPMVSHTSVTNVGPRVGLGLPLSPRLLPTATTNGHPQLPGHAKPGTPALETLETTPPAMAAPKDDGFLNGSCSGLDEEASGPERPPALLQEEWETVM
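HEK-293-derived GP2 cells expressing PTHR1 and a GloSensor cAMP reporter, 3,000/well, plated overnight, given luciferin plus IBMX (each 0.5 mM as added) for 1 h at 37 °C, then compound for 1 h at 37 °C. Luminescence was read after 15 min at room temperature.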
FUS suppressor: rescues growth of FUS-expressing yeast. S. cerevisiae FUS-expressing, growth rescue, OD600, 24 h. Potency, µM (titrated, usually from 76.6 µM), without a hit: at the top dose growth rescue (activation), usual class: activators. 390,000 compounds, 0.24% hits;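 further: potency means the concentration at half of the fitted maximal effect; plate controls were DMSO vehicle for no effect and reference control for full effect; nearly all actives have a fitted effect of over 55% in size; some results filed as inactive show a strong effect at the top dose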
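Read-out: OD at 600 nm after 24hr at 30C, reporting rescue of FUS-induced yeast toxicity. Cells at OD 0.005 in galactose (2%) minimal medium; compounds tested in a dilution series; CP55940 titration from 92uM final as control.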
GLP1R inv ag: GLP-1 receptor (human) inverse agonism; P43220; HEK293 GLP-1R CRE-luciferase, luminescence, 24 h; GLP-1R form is constitutively active; Potency, µM (series often up to 38.3 µM), for the others: top-dose activity change, negative = inhibition, usual class: inhibitors; 410,000 compounds, 1.6% hits; further: potency means the concentration at half of the fitted maximal effect; on the % scale 0 is the no-effect control and ±100 the full control effect; nearly all actives have a fitted effect of over 55% in size
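Using stably transfected HEK293 (constitutively active GLP-1R, cAMP-luciferase reporter), compounds were incubated 24 hr and luciferase measured by luminescence.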
TDP-43 yeast inh: TDP-43 toxicity inhibition in yeast | TDP-43 expressing yeast growth rescue, BacTiter-Glo, 24 h | 410,000 compounds, 1.8% hits | Potency, µM (top dose mostly 46.1 µM), for inactives: at the top dose growth rescue (activation), actives largely listed as activators; further: potency means the concentration at half of the fitted maximal effect; % of control where 0% means no effect; nearly all actives have a fitted effect of over 50% in size
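Yeast cells expressing TDP-43 under galactose induction are exposed to compounds for 24 hr at 30 deg C. BacTiter-Glo luminescence measures growth, so protective compounds score as activators.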
pAkt inh: blocks phosphorylation of Akt | activity change, % for hits at 50 µM | Neuro2A IGF-stimulated pAkt S473 HTRF, 20 min; active compounds read low | AID 651550 | 360,000 compounds, 0.32% hits; in the data active means activity change below about -80%; inconclusive means mostly about -51% to -80%; further: on the % scale 0 is the no-effect control and ±100 the full control effect
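Neuro2A cells (4,500/well, DMEM with 0.5% FBS) were treated with compound at a single 50 µM final concentration, stimulated with 6 nM IGF for 20 min at 37 °C, and lysed. Phospho-Akt Ser473 was read by HTRF as 665/615 ratio ×10^4.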
Abeta rescue: compounds reversing amyloid beta toxicity in yeast | yeast expressing A-beta42, growth rescue, OD600, 48 h; response scale: 0% DMSO, 100% iron-clioquinol control | Potency, µM (series often up to 46.1 µM), for the others: at the top dose growth rescue, most hits filed as activators | 410,000 compounds, 0.063% hits | AID 1347071; further: potency means the concentration at half of the fitted maximal effect; nearly all actives have a fitted effect of over 55% in size
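Yeast growth medium received pinned compounds, then yeast cells expressing toxic A-beta were added; plates incubated at 30 C for 48 hr. Growth read as absorbance at 600 nm, normalized to DMSO and equimolar FeCl3 plus clioquinol controls.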
Active calls of the source: *; [ ] = another dose, or the depositor's remark. Unless noted, the call rests on the fitted dose curve; in most records, active means well fitted curve in the direction sought with a large enough effect; inconclusive means small, poorly fitted or top-dose-only effect, or another doubt; inactive means no such curve, though single readings can be large; an effect the other way counts as inactive or inconclusive.

Results for COc1ccc(N2CCN(C(CNC(=O)OCc3ccccc3)c3ccco3)CC2)cc1 (stereo not given) ?
aSyn rescue: -7%; GLP-1R agonist: 13%; DRD3 antagonist: -15; PTHR1 ag: -37%[inhibitor]; FUS suppressor: 27%; GLP1R inv ag: inconclusive; TDP-43 yeast inh: 11%; pAkt inh: inactive; Abeta rescue: -10%

What do the screens show for `O=C(c1cc2ccccc2o1)N1CCC(N2CCC(C(=O)N3CCCC3)CC2)CC1`?
aSyn rescue: 3%; GLP-1R agonist: -3%; DRD3 antagonist: 2; PTHR1 ag: inactive; FUS suppressor: 0%; GLP1R inv ag: -4%; TDP-43 yeast inh: -31%[inhibitor]; pAkt inh: inactive; Abeta rescue: -14%

How did CCCn1c(N)c(C(=O)CSc2nc3ccccc3c(=O)n2-c2ccc(OC)cc2)c(=O)[nH]c1=O do in these assays?
aSyn rescue: 6%; GLP-1R agonist: 5%; DRD3 antagonist: 8; PTHR1 ag: inactive; FUS suppressor: -6%; GLP1R inv ag: 12%; TDP-43 yeast inh: 7%; pAkt inh: inactive; Abeta rescue: -11%

What do the screens show for `CCC(=O)c1ccc(OCC(=O)NCc2ccccc2CN2CCCC2)cc1`?
aSyn rescue: -1%; GLP-1R agonist: 0%; DRD3 antagonist: 15; PTHR1 ag: inactive; FUS suppressor: 22%; GLP1R inv ag: 3%; TDP-43 yeast inh: 10%; pAkt inh: inactive; Abeta rescue: 9%

How did CCn1ncc(C2=NOC(C(=O)Nc3cccnc3)C2)c1C (stereo not given) do in these assays?
aSyn rescue: -6%; GLP-1R agonist: -11%; DRD3 antagonist: -2; PTHR1 ag: inactive; FUS suppressor: -1%; GLP1R inv ag: 12%; TDP-43 yeast inh: -3%; pAkt inh: inactive; Abeta rescue: -5%

What do the screens show for `Cc1ccc(Nc2nc(N)nc(COC(=O)c3ccc(Br)o3)n2)cc1`?
aSyn rescue: -4%; GLP-1R agonist: 29%; DRD3 antagonist: -20; PTHR1 ag: inactive; FUS suppressor: 16%; GLP1R inv ag: 13%; TDP-43 yeast inh: -15%; pAkt inh: inactive; Abeta rescue: -12%

How did Cc1cc(C(=O)OCC(=O)N(CC(C)C)c2c(N)n(Cc3ccccc3)c(=O)[nH]c2=O)c2ccccc2n1 do in these assays?
aSyn rescue: 3%; GLP-1R agonist: -12%; DRD3 antagonist: 1; PTHR1 ag: -17%; FUS suppressor: 17%; GLP1R inv ag: 11%; TDP-43 yeast inh: 11%; pAkt inh: inactive; Abeta rescue: 1%

Results for COc1ccccc1N1C(C)=CC(=C(C#N)c2nc3ccccc3s2)C=C1C ?
aSyn rescue: 9%; GLP-1R agonist: -10%; DRD3 antagonist: -21; PTHR1 ag: inactive; FUS suppressor: -11%; GLP1R inv ag: inconclusive; TDP-43 yeast inh: -1%; pAkt inh: inactive; Abeta rescue: 20%

What do the screens show for `O=C(COC(=O)c1ccc(O)cc1)NCCC1=CCCCC1`?
aSyn rescue: inconclusive; GLP-1R agonist: -11%; DRD3 antagonist: -2; PTHR1 ag: -37%[inhibitor]; FUS suppressor: -20%; GLP1R inv ag: inconclusive; TDP-43 yeast inh: 7%; pAkt inh: inactive; Abeta rescue: 1%

What do the screens show for `CN1CCN(C(=O)CSc2nc3ccc(NC(=O)c4ccccc4F)cc3s2)CC1`?
aSyn rescue: 3%; GLP-1R agonist: 15%; DRD3 antagonist: 10; PTHR1 ag: -6%; FUS suppressor: -18%; GLP1R inv ag: inconclusive; TDP-43 yeast inh: 12%; pAkt inh: inactive; Abeta rescue: 18%

How did COc1cc(C)c(C(C)C)cc1S(=O)(=O)N1CCOCC1 do in these assays?
aSyn rescue: 12%; GLP-1R agonist: 0%; DRD3 antagonist: 16; PTHR1 ag: inactive; FUS suppressor: inconclusive; GLP1R inv ag: -24%; TDP-43 yeast inh: 4%; pAkt inh: inactive; Abeta rescue: 0%

How did COc1ccc(CCNCC(O)c2ccccc2)cc1 (stereo not given) do in these assays?
aSyn rescue: 10%; GLP-1R agonist: 25%; DRD3 antagonist: 4; PTHR1 ag: 19%; FUS suppressor: 1%; GLP1R inv ag: 37%[activator]; TDP-43 yeast inh: 16%; pAkt inh: inactive; Abeta rescue: 6%

Results for COc1cccc(CCc2nc3ccccc3c(=O)n2N)c1 ?
aSyn rescue: -2%; GLP-1R agonist: 2%; DRD3 antagonist: -10; PTHR1 ag: -22%; FUS suppressor: 9%; GLP1R inv ag: -18%; TDP-43 yeast inh: 7%; pAkt inh: inactive; Abeta rescue: -5%

How did Cc1nc2ccccn2c1C(=O)NCc1cccnc1 do in these assays?
aSyn rescue: -6%; GLP-1R agonist: -6%; DRD3 antagonist: 17; PTHR1 ag: inactive; FUS suppressor: 15%; GLP1R inv ag: 6%; TDP-43 yeast inh: -7%; Abeta rescue: 14%

Results for COc1ccc(CCNC(=O)COC(=O)c2cccs2)cc1OC ?
aSyn rescue: 4%; GLP-1R agonist: 8%; DRD3 antagonist: -1; PTHR1 ag: -19%; FUS suppressor: 12%; GLP1R inv ag: 20%; TDP-43 yeast inh: -13%; pAkt inh: inactive; Abeta rescue: 0%

What do the screens show for `OC(COCc1ccc(Cl)cc1)CN1CCc2ccccc2C1` (stereo not given)?
aSyn rescue: -1%; GLP-1R agonist: -13%; DRD3 antagonist: -72*; PTHR1 ag: inactive; GLP1R inv ag: inconclusive; TDP-43 yeast inh: -2%; pAkt inh: inactive; Abeta rescue: 19%

What do the screens show for `COc1cccc(Nc2nnc(SCC(=O)Nc3sccc3C(N)=O)s2)c1`?
aSyn rescue: -7%; GLP-1R agonist: -8%; DRD3 antagonist: 22; PTHR1 ag: -37%[inhibitor]; FUS suppressor: 16%; GLP1R inv ag: 34%[activator]; TDP-43 yeast inh: 14%; pAkt inh: inactive

How did O=C1CC(C(F)(F)C(F)(F)C(F)(F)C(F)F)=Nc2ccccc2N1 do in these assays?
aSyn rescue: 0%; GLP-1R agonist: 3%; DRD3 antagonist: 1; PTHR1 ag: -13%[57.5 µM]; FUS suppressor: -14%; GLP1R inv ag: -3%; TDP-43 yeast inh: -5%; pAkt inh: inactive; Abeta rescue: 12%

What do the screens show for `COc1cc2c(cc1OC)C(c1cc(C)ccc1C)CC(=O)N2` (stereo not given)?
aSyn rescue: 1%; GLP-1R agonist: 19%; DRD3 antagonist: -3; PTHR1 ag: inactive; FUS suppressor: -26%; GLP1R inv ag: 42%[activator]; TDP-43 yeast inh: 18%; pAkt inh: inactive; Abeta rescue: -5%

Results for COC(=O)C1=C(C)NC(C)=C(C(=O)OC)C1c1ccc(-c2cccc([N+](=O)[O-])c2)o1 ?
aSyn rescue: 0%; GLP-1R agonist: 9%; DRD3 antagonist: 7; PTHR1 ag: -5%; FUS suppressor: 11%; GLP1R inv ag: -17%; TDP-43 yeast inh: 16%; pAkt inh: inactive; Abeta rescue: 7%

Results for CCN(CC)C(=O)CSCc1cnn(-c2ccccc2)c1-n1cccc1 ?
aSyn rescue: 1%; GLP-1R agonist: 9%; DRD3 antagonist: -1; PTHR1 ag: -11%[57.5 µM]; FUS suppressor: 26%; GLP1R inv ag: -1%; TDP-43 yeast inh: 18µM*; pAkt inh: inactive; Abeta rescue: 2%

Results for Cc1nc2oc3ccc(Cl)cc3c(=O)c2cc1C(=O)O ?
aSyn rescue: -8%; GLP-1R agonist: 2%; DRD3 antagonist: 7; PTHR1 ag: inactive; FUS suppressor: 12%; GLP1R inv ag: 39%[activator]; TDP-43 yeast inh: -6%; pAkt inh: inactive; Abeta rescue: -7%

Results for CC(=O)Nc1ccccc1Nc1nc(NCCO)nc(N2CCCC2)n1 ?
GLP-1R agonist: 10%; PTHR1 ag: inactive; FUS suppressor: 2%; Abeta rescue: -22%

Results for Cc1[nH]c(C)c(S(=O)(=O)N2CCN(c3cccc(C(F)(F)F)c3)CC2)c1C(=O)N1CCCC1 ?
aSyn rescue: 0%; GLP-1R agonist: -5%; DRD3 antagonist: 5; PTHR1 ag: inactive; FUS suppressor: 16%; GLP1R inv ag: inconclusive; TDP-43 yeast inh: 3%; pAkt inh: inactive; Abeta rescue: 3%

Results for Cc1c(CC(=O)N2CCN(C(=O)C3COc4ccccc4O3)CC2)c(=O)oc2c(O)c(O)ccc12 (stereo not given) ?
aSyn rescue: -3%; GLP-1R agonist: 16%; DRD3 antagonist: 9; PTHR1 ag: -14%; FUS suppressor: 53%; GLP1R inv ag: -15%; TDP-43 yeast inh: -7%; pAkt inh: inactive; Abeta rescue: -11%

Results for Cc1cc(C(=O)OCC(=O)Nc2c(Cl)cccc2C(F)(F)F)c(C)o1 ?
aSyn rescue: 0%; GLP-1R agonist: -5%; DRD3 antagonist: 4; PTHR1 ag: inactive; FUS suppressor: 2%; GLP1R inv ag: -4%; TDP-43 yeast inh: 23%; pAkt inh: inactive; Abeta rescue: -4%

Results for NS(=O)(=O)c1ccc(CCNC(=O)CN2CCN(c3ccccc3O)CC2)cc1 ?
aSyn rescue: 0%; GLP-1R agonist: 2%; DRD3 antagonist: 8; PTHR1 ag: -12%; FUS suppressor: 4%; GLP1R inv ag: 9%; TDP-43 yeast inh: -3%; pAkt inh: inactive; Abeta rescue: -8%

Results for Cc1ccc(NC2CCCN(C(=O)c3cnc4ccccn4c3=O)C2)cc1C (stereo not given) ?
aSyn rescue: 0%; GLP-1R agonist: -4%; DRD3 antagonist: 13; PTHR1 ag: inactive; FUS suppressor: -3%; GLP1R inv ag: -7%; TDP-43 yeast inh: -3%; pAkt inh: inactive; Abeta rescue: 13%

Screening data (PubChem)

An excerpt; the hit share may differ from the screen's.
